Source: PubChem
OPRM1-OPRD1 ag: agonists of human mu-delta opioid receptor heterodimerization; AID 504326; hit rate 0.3% among 340,000; P35372+P41143; cells, OPRM1-OPRD1 heterodimerization, luminescence; activation, % at 9.3 µM; in the data active = activation above about 18%;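 note: 0% = vehicle-treated cells and 100% = reference agonist; values of inactives mirror those of a sister screen read the other way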
Target sequence (P35372 whole entry, looked up): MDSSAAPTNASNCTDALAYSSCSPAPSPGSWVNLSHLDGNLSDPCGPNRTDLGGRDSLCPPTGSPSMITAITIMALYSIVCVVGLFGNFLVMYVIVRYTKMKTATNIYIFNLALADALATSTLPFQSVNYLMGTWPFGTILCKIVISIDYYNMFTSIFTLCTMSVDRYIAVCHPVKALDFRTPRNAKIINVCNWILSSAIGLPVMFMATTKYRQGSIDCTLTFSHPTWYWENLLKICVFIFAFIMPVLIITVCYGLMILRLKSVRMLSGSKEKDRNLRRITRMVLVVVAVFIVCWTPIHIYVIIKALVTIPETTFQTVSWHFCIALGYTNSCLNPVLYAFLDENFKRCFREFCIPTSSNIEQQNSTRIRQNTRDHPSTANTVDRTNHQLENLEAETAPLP
Target sequence (P41143 whole entry, looked up): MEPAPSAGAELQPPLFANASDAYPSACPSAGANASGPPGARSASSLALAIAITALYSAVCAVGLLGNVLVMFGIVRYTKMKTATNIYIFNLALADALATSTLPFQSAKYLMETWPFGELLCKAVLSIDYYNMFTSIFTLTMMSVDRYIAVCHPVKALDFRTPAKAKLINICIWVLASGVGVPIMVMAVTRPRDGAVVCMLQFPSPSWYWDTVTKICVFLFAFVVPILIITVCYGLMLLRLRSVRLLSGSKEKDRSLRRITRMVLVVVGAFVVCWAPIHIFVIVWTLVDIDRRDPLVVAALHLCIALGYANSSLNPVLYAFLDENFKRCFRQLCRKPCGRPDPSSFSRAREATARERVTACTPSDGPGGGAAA
Cardiac RTF inh: cardiac RTF calcium desensitization; IANBD-labeled cardiac RTF, Ca2+ fluorescence; P19429+P45379; AID 493244; hit rate 0.12% among 340,000; inhibition, % at 7.15 µM;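 active = inhibition above the mean inhibition of all tested compounds plus 3 SD, cut at about 17% in these data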;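 note: assay run at fixed EC70 calcium of 1.6 mM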
Arr AP2 block: inhibitors of human beta-arrestin and AP2 interaction | hit rate 0.31% among 340,000 | FITC-arrestin peptide / GST-AP2 beads, flow cytometry; AP2 beta2 appendage carries R879A mutation | AID 504490 | inhibition, % at 10 µM;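 active = inhibition above a set limit, near 3 SD of compounds lacking own fluorescence, cut at about 54% in these data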;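 note: plate controls were DMSO wells for no effect and 5 µM unlabelled arrestin peptide for full effect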
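System: GST-tagged AP2 beta2-adaptin appendage (R879A) on 4 µm glutathione beads / Reagent: FITC-arrestin peptide, 50 nM / Detection: HyperCyt-sampled flow cytometry, FL1 channel, ex 488/em 535 nm / Timing: 12 min plus 1 h, RT / Buffer or medium: PBS plus Tween 20 (0.05%) and BSA (0.1%)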
Keap1-Nrf2 PPI: inhibitors of human Keap1-Nrf2 protein-protein interaction | inhibition, % at 9.4 µM | AID 504523 | Keap1 Kelch-Nrf2 peptide fluorescence polarization, 1536-well | hit rate 0.15% among 340,000 | Q14145; in the data active = inhibition above about 12%; inconclusive = no clear call, values can overlap the other calls; inactive = below about 7.3%;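 note: human Keap1 Kelch domain with fluorescein labeled Nrf2 9mer peptide probe; 0% = neutral control wells and 100% = peptide positive control; higher means more block of Keap1 binding to Nrf2 peptide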
OPRM1-OPRD1 inv: inverse agonist of human OPRM1-OPRD1 heterodimerization. P35372+P41143. cell-based MOR-DOR heterodimer luminescence, inverse agonism. inhibition, % at 9.3 µM. hit rate 0.21% among 340,000; in the data active = inhibition above about 22%, passing the limit was not always enough;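 note: 0% = cells with DMSO and 100% = wells without cells with DMSO; values of inactives mirror those of a sister screen read the other way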
LANA DNA inh: KSHV C-LANA DNA binding inhibition; MBP-C-LANA/FAM-LBS DNA binding, fluorescence polarization; AID 504423; inhibition, % at 9 µM; hit rate 0.078% among 340,000;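 active = highest replicate inhibition at or above 60% at 9 µM, even if other replicates fall short; inactive = all replicates below 60% inhibition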;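 note: 0% = neutral control wells and 100% = 4 µM acridine orange control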
V-ATPase pHluor: regulators of yeast V-ATPase proton transport; AID 504577; S. cerevisiae, pHLuorin cytosolic pH fluorescence; response, % at 10 µM; hit rate 0.37% among 350,000; in the data active = response mostly above about 7.3%, no sharp cut-off; inactive = mostly below about 5.4%; note: actives read high; inactives centre near 0; some compounds called inactive have numbers as strong as hits; reference of the scale not given here
DSG3 Ab inh: inhibitors of pemphigus antibody binding to human desmoglein-3; DSG3-coupled beads, scFv-anti-DSG3-GFP binding, flow cytometry; hits give low values; hit rate 0.48% among 310,000; AID 588358; P32926; binding (percent of control), % at 10 µM;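 active = binding more than 3 SD below its plate's average and above zero; inconclusive = below that plate limit but binding exactly zero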;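 note: hits lower antibody fragment binding to DSG3; some compounds called inactive have numbers as strong as hits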
cardiac RTF act: increases calcium sensitivity of human cardiac regulated thin filaments; P19429+P45379; activation, % at 7.2 µM; hit rate 0.24% among 340,000; AID 493008; IANBD-labeled TnC RTF fluorescence at EC20 calcium; 0% EC20 calcium, 100% full calcium;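 active = activation above the mean over all tested compounds plus 3 SD, cut at about 30% in these data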;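 note: rise in fluorescence read as greater calcium sensitivity of cardiac thin filaments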
Wnt act: activators of Wnt/beta-catenin signaling; hit rate 1.2% among 300,000; Wnt/beta-catenin reporter cell assay, activator, plate reader; activation, % at 9.35 µM; AID 743398; in the data active = activation above about 30%, passing the limit was not always enough; inconclusive = no clear call, values can overlap the other calls;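 note: 0% = neutral control wells and 100% = positive control wells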
An asterisk follows results filed as active; ? = inconclusive; nt = no result given. Not a hit list. About 3.1% of those tested had a hit in this group.

SMILES	OPRM1-OPRD1 ag	Cardiac RTF inh	Arr AP2 block	Keap1-Nrf2 PPI	OPRM1-OPRD1 inv	LANA DNA inh	V-ATPase pHluor	DSG3 Ab inh	cardiac RTF act	Wnt act
COC(=O)c1cccc(NC(=O)Cc2nc(-c3ccccc3)sc2-c2ccc(C)cc2)c1	-2.2	-2	13	1	11	0.9	0	nt	4	nt
COc1ccc(CNC(=O)N2CCc3ccccc3C2)cc1	-0.5	-10	-6	0	2	0.6	2	109	2	-1
COc1ccc(NC(=O)c2ccccn2)cc1	-3.0	3	-9	-5	13	-2.5	-1	nt	-1	nt
COc1cc(NS(=O)(=O)c2cc(C(=O)N3CCN(C(C)=O)CC3)ccc2OC)cc(OC)c1	-3.3	-1	0	-3	15	0.7	-1	106	2	-1
Cc1cc(C)c2oc(C(=O)N3CCN(Cc4ccccc4)CC3)cc(=O)c2c1	-2.9	-7	-2	6	13	1.3	-1	93	5	2
COc1ccc(S(=O)(=O)Nc2nccs2)cc1OC	-1.1	1	-16	-3	5	2.4	5	100	6	-5
Cc1nn(CCC#N)c2nc(C(F)(F)F)[nH]c(=O)c12	-3.7	-7	-3	2	20	0.1	-2	103	-1	nt
O=C(Cc1ccccc1[N+](=O)[O-])N1CCN(c2ccccc2F)CC1	-1.6	-4	61*	-4	9	-0.6	-4	103	1	0
CCOc1ccc(NC(=O)CN(C)C(=O)c2sccc2-c2ccccc2)cc1OCC	1.7	3	8	-2	-11	0.4	-1	96	-8	0
COC(=O)c1cccc(N2CCCC2=O)c1	-2.8	-9	9	-2	14	-1.8	-2	102	-5	-2
O=C(c1ccc(-c2ccc([N+](=O)[O-])cc2)o1)N1CCN(S(=O)(=O)c2cccs2)CC1	1.4	-1	65*	-3	-5	1.8	3	97	3	-2
Cn1c(=O)n(C)c2cc(NS(=O)(=O)c3ccccc3[N+](=O)[O-])ccc21	-2.2	-3	26	-3	12	-2.4	3	102	-4	-1

Whole records, looked up by structure. Values in the order: OPRM1-OPRD1 ag	Cardiac RTF inh	Arr AP2 block	Keap1-Nrf2 PPI	OPRM1-OPRD1 inv	LANA DNA inh	V-ATPase pHluor	DSG3 Ab inh	cardiac RTF act	Wnt act
Cn1c(=O)n(C)c2cc(NS(=O)(=O)c3ccccc3[N+](=O)[O-])ccc21 across the screens: -2.2	-3	26	-3	12	-2.4	3	102	-4	-1
O=C(c1ccc(-c2ccc([N+](=O)[O-])cc2)o1)N1CCN(S(=O)(=O)c2cccs2)CC1 across the screens: 1.4	-1	65*	-3	-5	1.8	3	97	3	-2

(cont.)
SMILES	OPRM1-OPRD1 ag	Cardiac RTF inh	Arr AP2 block	Keap1-Nrf2 PPI	OPRM1-OPRD1 inv	LANA DNA inh	V-ATPase pHluor	DSG3 Ab inh	cardiac RTF act	Wnt act
CC(=O)N1CCSc2ccc(S(=O)(=O)Nc3ccccc3C)cc21	-1.8	2	-5	-2	9	-0.7	1	70	-5	-2
CC(C)(C)c1nnc(N/N=C/c2ccccc2)n(N)c1=O	-2.0	8	22	-1	9	0.8	4	101	3	nt
CCN1CCN(C(=O)CN(C)S(=O)(=O)c2ccc(OC)cc2)CC1	-0.2	-6	9	-3	1	-1.9	-5	86	13	1
CC(=O)Nc1ccc(C(=O)NNC(=O)C2C3CCCCC32)cc1 (centres undefined)	-1.6	1	-1	-4	11	-0.6	-2	86	1	0
COc1ccc(NC(=O)CCC(=O)OCc2ccc([N+](=O)[O-])cc2)cc1	-0.8	6	-7	-1	4	0.9	3	91	1	9
CCN(CC)CCN1C(=O)C(O)=C(C(=O)c2cc3ccccc3o2)C1c1cccnc1 (centres undefined)	-3.9	-14	2	0	16	-0.1	-2	103	-5	0
CCCN(C(=O)COC(=O)CSc1ccc([N+](=O)[O-])cc1)C1CCS(=O)(=O)C1 (centres undefined)	-0.5	-18	1	-6	2	-0.1	3	nt	7	4
Cc1ccc(C2=NNC(c3ccc(Cl)cc3)=Nc3ccccc32)o1	2.8	-3	2	-6	-15	4.7	2	93	10	nt
CCOC(=O)c1ccc(CN(Cc2ccccc2)S(=O)(=O)c2cccc([N+](=O)[O-])c2)cc1	0.5	2	42	1	-3	-0.1	1	98	7	nt
CCc1ccc(S(=O)(=O)n2c(C)nc3ccccc32)cc1	-1.9	2	-16	5	9	0.8	-1	113	4	0
COc1ccccc1CN(C)C(=O)CN1C(=O)c2ccccc2C1=O	-0.8	0	16	-3	5	1.6	-4	102	-4	2
Cn1c(=O)cc(SCC(=O)NCCC2=CCCCC2)c2ccc(Cl)cc21	-2.2	12	31	-2	13	-0.7	-3	98	-1	nt
Cn1cnnc1SC1c2cccc3cccc(c23)C1NS(=O)(=O)c1ccccc1 (centres undefined)	-0.4	-6	20	-5	2	-0.1	0	102	3	-4
COc1ccc(NC(=O)CSc2nc3[nH]ncc3c(=O)[nH]2)c(OC)c1	-2.1	6	4	1	14	0.3	1	94	-6	-4
O=c1[nH]c(C2CCN(S(=O)(=O)/C=C/c3ccccc3)CC2)nc2c1nnn2Cc1ccccc1	-2.1	-6	17	2	13	-4.7	0	96	-5	-1
[O-][n+]1ccccc1/C=C/c1ccccc1	-2.1	-3	14	0	11	-0.2	2	106	-3	0
COc1ccc(Oc2cccc(Cl)c2CNC(=O)CSCC(=O)O)cc1	-3.6	-1	-4	-4	19	0.9	6	101	-2	-1
Cc1ccc(SC(C)c2nc(-c3ccccc3)no2)cc1 (centres undefined)	1.9	6	8	2	-11	-0.4	3	98	-4	nt
CN(Cc1c(F)cccc1Cl)C(=O)c1cc2ccccc2o1	4.0	-2	6	-3	-21	0.1	3	99	-5	-1
C/C(=N\S(=O)(=O)c1ccc(C)cc1)Nc1cc(C(C)C)c(O)cc1C	-0.1	-3	14	-8	0	-0.7	3	92	11	nt
Oc1oc(-c2ccc(Br)cc2)nc1/C=N/c1ccccn1	-2.9	-56	nt	-3	13	1.7	1	93	10	37*
CC1CN(C(=S)Nc2cccc(Cl)c2)CC(C)O1 (centres undefined)	-0.3	-9	-11	3	2	2.6	-1	103	1	1
Cc1ccc2[nH]c3c(=O)n(CCCN4CCOCC4)cnc3c2c1	-3.0	-15	6	-1	18	1.0	-2	nt	0	-6
Cc1ccc(C(c2ccc(C)o2)c2cccc([N+](=O)[O-])c2O)o1	3.8	-4	12	-2	-17	4.8	0	93	4	nt
Cc1cccc(C)c1NC(=O)C1(NC(=O)c2cnccn2)CCCCC1	-2.1	-2	9	-3	13	-0.3	1	100	-4	-1
Cc1ccc(C)c(S(=O)(=O)N2CCN(C(=O)c3ccc(OCc4c(C)noc4C)cc3)CC2)c1	1.7	-27	18	-2	-12	-2.0	0	105	-6	1
COC(=O)CN1C(=O)[C@H]2[C@@H](C3CC3)N3C(=O)CN(CCO)C(=O)[C@@]3(Cc3ccccc3)[C@H]2C1=O	-3.3	0	10	-3	18	0.0	-1	99	2	-3
O=C(CCC(=O)NC1CCCCCCC1)Nc1nnc(C(F)(F)F)s1	-1.0	3	21	0	5	0.0	4	99	-3	0
O=C(NC(=S)Nc1ccc(N2CCCC2)cc1)c1ccc(F)cc1	-1.1	-1	-2	1	8	-1.6	1	79	-6	0
CCOc1ccc(C(C)NC(=O)Nc2ccccc2C(=O)OC)cc1 (centres undefined)	2.1	-7	6	2	-11	-1.1	0	101	2	nt
CCOC(=O)C1(Cc2ccccc2C)CCCN(C(=O)CSC)C1 (centres undefined)	-2.5	3	7	2	12	-1.0	0	140	5	-1
CN1CCC(=NNC(=O)CN(c2ccc([N+](=O)[O-])cc2)S(=O)(=O)c2ccccc2)CC1	2.1	-6	-24	-4	-15	0.2	4	nt	5	2
COc1ccc(CCNC(=O)COC(=O)c2cnc(C)cn2)cc1OC	-1.9	-5	0	-4	11	-2.7	-1	85	1	nt
Cc1ccccc1-n1c(SCC(N)=O)nc2sc(-c3ccccc3)cc2c1=O	-0.8	-11	4	-1	5	-0.8	-5	101	2	nt
CN(Cc1ccccc1)C(=O)Cn1nc(C(F)(F)F)c2c1CCC2	-2.6	-1	-5	-6	15	-1.2	0	104	5	-3
C=C1C2C[C@H](O)C(C)(C)[C@@]2(O)[C@H](O)C[C@]23C[C@@](C)(O)[C@H](CC[C@H]12)[C@H]3O (some centres undefined)	-0.1	-12	14	1	1	1.5	-1	102	-4	-1
O=C(Nc1ccccc1)C1=C[C@@H](C2CCCCC2)C[C@@H](OCc2ccc(CO)cc2)O1	2.0	2	2	-6	-11	1.7	-4	103	-8	-5
Oc1ccccc1/C=N/n1c(-c2ccccc2)n[nH]c1=S	-0.1	-5	-19	-1	1	1.9	0	100	-4	1
O=C(CCC(=O)c1ccc[nH]1)c1ccc(Cl)cc1	-2.1	1	-6	-4	11	0.9	-1	85	8	nt
Cc1nc(N2CCCCCC2)c2ccccc2n1	-3.5	6	52	-3	16	1.3	0	144	3	1
Cc1nc(SCC(=O)NCc2ccco2)c2c(=O)n(C)c(=O)n(CC(C)C)c2n1	0.3	-5	47	-4	-1	0.2	0	115	-1	nt
CCOc1ccc(-n2c(SCC(=O)Nc3cc(C)on3)nc3c(c2=O)SCC3)cc1	-1.0	5	1	1	6	-1.0	-6	109	-6	-3
O=S(=O)(Nc1ccc(O)c2ccccc12)c1ccc(F)cc1	1.7	-8	12	7	-9	1.0	-2	95	-4	7
O=C(c1ccc2c(c1)OCO2)N1CCC2(CC1)Oc1ccc(Cl)cc1C(=O)C21CC(c2cccnc2)=NO1 (centres undefined)	-0.6	-9	5	-2	3	-0.4	-14	98	-3	0
CC12C(=O)N(c3cccc(OC(=O)c4ccco4)c3)C(=O)C1C1c3ccccc3C2c2ccccc21 (centres undefined)	-0.6	-4	-3	0	3	-1.2	-1	nt	-2	nt
COc1ccc(-c2nnc(SCC(=O)Nc3ncc(C(F)(F)F)cc3Cl)n2CC(C)C)cc1	-3.0	-39	-18	0	15	1.2	-1	86	-8	2
C[C@@]12C(=O)N(c3ccc(Cl)cc3)C(=O)N1[C@@H]1c3ccccc3OC[C@@H]1[C@H]2c1ccccc1	1.2	5	-6	-2	-7	-1.7	-4	96	-2	-1
CN=C1CC(C)(C)CC(=O)/C1=C(/O)CCC(=O)NC	-1.4	-2	-12	-1	8	-2.0	0	98	0	nt
CC(=O)OCC(=O)Nc1ccccc1OC(F)F	-0.2	-1	-3	2	1	-0.1	4	97	3	-2
COc1ccc(C(=O)Nc2c(C)csc2C(=O)O)cc1	nt	nt	-6	-1	nt	0.1	-2	101	nt	0
NC(N)=Nc1ccc(C=C2C=Cc3ccccc32)cc1	1.5	-1	-9	-2	-8	-3.5	1	91	3	?
COc1ccc(N2CCN(c3nc(-c4cccs4)nc4ccccc34)CC2)cc1	-1.2	-3	10	-1	7	-0.2	1	100	-6	-1
COc1ccccc1/C=C/C(=O)Nc1cccnc1Cl	-0.9	-4	2	1	4	-0.8	-3	97	-2	0
